ABCB6 inh 2 = ABCB6 transporter inhibitors, primary screen, K562-ABCB6 cells, flow cytometry, MLPCN library. K562-ABCB6 porphyrin accumulation, 1 h; hits give low values. AID 602162, 2011. actives 0.19% (n = 360,000). ATP-binding cassette sub-family B member 6 (Homo sapiens), Q9NP58. fluorescence ratio to DMSO, % at 10 µM;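 active = fluorescence ratio to DMSO below 75%, the collection mean minus 3 SD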;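 also: signal is porphyrin accumulated inside mitochondria; 100% equals median channel fluorescence of DMSO control wells; lower ratio means ABCB6 inhibition with less porphyrin fluorescence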
m5-HT2A agonist = mouse Htr2a agonists via beta-arrestin recruitment, primary screen, cell-based, luminescence. 5-hydroxytryptamine receptor 2A (Mus musculus), P35363. CHO-K1 mHTR2A beta-arrestin complementation; percent of 30 µM serotonin response. activation, % at 7.6 µM. actives 0.66% (n = 360,000). AID 624169, 2012;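 active = activation above a run cutoff, the mean activation of all tested compounds plus 3 SD, cut at about 14% in these data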;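 also: 0% = plate median of compound wells and 100% = 30 µM serotonin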
Target sequence (P35363 whole entry, looked up): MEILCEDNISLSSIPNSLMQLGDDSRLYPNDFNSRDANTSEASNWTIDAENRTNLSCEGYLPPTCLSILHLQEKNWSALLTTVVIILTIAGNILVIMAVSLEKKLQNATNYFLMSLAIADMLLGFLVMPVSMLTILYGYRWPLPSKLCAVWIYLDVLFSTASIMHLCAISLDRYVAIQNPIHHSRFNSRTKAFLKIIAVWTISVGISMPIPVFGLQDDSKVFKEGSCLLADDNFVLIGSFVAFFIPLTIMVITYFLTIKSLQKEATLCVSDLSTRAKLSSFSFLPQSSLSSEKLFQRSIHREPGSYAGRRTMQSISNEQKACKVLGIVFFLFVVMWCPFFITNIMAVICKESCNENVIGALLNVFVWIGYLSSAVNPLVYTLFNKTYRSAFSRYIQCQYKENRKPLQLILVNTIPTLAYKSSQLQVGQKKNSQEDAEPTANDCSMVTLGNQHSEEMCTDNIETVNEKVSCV
Granule exo inh = LAMP-1 surface exposure blockers, TALL-104 cells – cell-based, flow cytometry, MLPCN library, primary screen | TALL-104 LAMP-1 surface exposure; cells stimulated with thapsigargin and PMA | inhibition, % at 10 µM | actives 0.66% (n = 360,000) | AID 651702, 2012;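 active = inhibition above about 55%, limit read from the data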
aDG glyco act = activators of alpha-DG glycosylation, primary screen, uHTS, Pro5-aDG cells, AlphaScreen. activation, % at 10 µM. AID 624168, 2012. actives 0.22% (n = 360,000). alpha-DG glycosylation AlphaScreen (IIH6); 0% Pro5, 100% B10-LARGE cell signal;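 active = activation of at least 8% versus controls, or a plate z-score of at least 8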;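 also: Pro5 are CHO cells carrying HIG-tagged alpha-DG that lacks glycosylation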
Cardio protect = cardioprotection against H2O2-induced cell death, primary screen, uHTS, H9c2 cells, ATPLite luminescence. actives 0.63% (n = 360,000). H9c2 cardiomyocytes, H2O2 injury protection, 2 h. protection from H2O2 cell death, % at 20 µM;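 active = compounds giving at least 50% protection of heart cells from peroxide-induced death in the single-dose screen, raw or plate-pattern-corrected value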;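 also: 0% = DMSO wells with peroxide and 100% = DMSO wells without peroxide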
MC4R antagonist = MC4R antagonists of cAMP signaling, primary screen, cell-based, TR-FRET, antagonist arm of biased-ligand search; actives 0.48% (n = 360,000); MC4R-expressing cells, MTII-stimulated cAMP, LANCE TR-FRET; inhibition, % at 6.5 µM; Melanocortin receptor 4 (Homo sapiens), P32245; AID 540295, 2011;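 active = inhibition above its plate's cutoff, the mean of tested wells on that plate plus 3 SD, cut at about 29% in these data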;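 also: 0% = Melanotan II alone and 100% = Melanotan II plus saturating MCL0020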
Target sequence (P32245 whole entry, looked up): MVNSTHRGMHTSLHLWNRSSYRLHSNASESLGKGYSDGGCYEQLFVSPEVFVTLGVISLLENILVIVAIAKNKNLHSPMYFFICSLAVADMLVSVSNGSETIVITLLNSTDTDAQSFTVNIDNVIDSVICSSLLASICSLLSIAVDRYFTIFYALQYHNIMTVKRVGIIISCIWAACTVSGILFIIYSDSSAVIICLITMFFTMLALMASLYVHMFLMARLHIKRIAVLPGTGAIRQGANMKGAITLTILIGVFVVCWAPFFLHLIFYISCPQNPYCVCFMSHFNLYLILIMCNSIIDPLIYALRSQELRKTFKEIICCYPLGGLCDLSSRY
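Material: human MC4R-expressing U2OS cells. Probe or stimulus: Melanotan II challenge. Dosing: 6.5 µM single dose. Times: 30-min compound, 1-h challenge, 1-h detection, room temperature. Technique: TR-FRET with Eu-cAMP and labeled anti-cAMP, 671 nm. Replication: singlicate.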
ABHD5 PLIN5 PPI = ABHD5-PLIN5 interaction inhibitors, primary screen, cell lysate, split luciferase complementation, luminescence; inhibition, % at 4 µM; Perilipin-5 (Homo sapiens) + 1-acylglycerol-3-phosphate O-acyltransferase ABHD5 (Homo …; AID 602281, 2012; actives 0.78% (n = 360,000); Split G. princeps luciferase complementation, 4 h;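 active = inhibition above the mean inhibition across every tested compound plus 3 SD, cut at about 22% in these data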;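 also: 0% = DMSO only wells and the 100% control is not disclosed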
MC4R ag barr = MC4R agonists recruiting beta-arrestin, primary screen, cell-based, luminescence, agonist arm of biased-ligand search. Melanocortin receptor 4 (Homo sapiens), P32245. U2OS MC4R beta-arrestin complementation; percent of melanotan II response, DMSO zero. activation, % at 8.9 µM. actives 0.98% (n = 360,000);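 active = activation above a per-plate cutoff, the mean activation of sample wells on that plate plus 3 SD, cut at about 8% in these data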
iPSC survival up = enhancers of single-cell hiPSC survival, primary screen, ATPlite luminescence; 100% = ROCK inhibitor wells, 0% = DMSO; survival enhancement, % at 20 µM; actives 0.044% (n = 360,000); AID 602274, 2012; in the data active = survival enhancement above about 18%;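 also: cells exposed to compounds for 16 hours before the ATP read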
Glyco luc inh = increase of ERlucT glycosylation luciferase signal, primary screen, N-linked glycosylation inhibitor project, D54 ERlucT cells, luminescence, set 2; actives 0.23% (n = 360,000); reporter increase, % at 12.5 µM; D54 ERlucT glycosylation luciferase reporter, 24 h; percent of 100 nM tunicamycin response;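 active = mean luciferase reporter signal, scaled so untreated is 0 and the glycosylation-blocking control 100, at or above a set limit in every replicate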;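 also: luciferase carries N-glycosylation sites so blocking glycosylation raises the light; 0% = median of neutral control wells and 100% = median of 100 nM tunicamycin wells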
Active calls of the source: *; nt = no result given. Outcome played no part in choosing rows. About 4.5% of those tested had a hit in this group.

structure | ABCB6 inh 2 | m5-HT2A agonist | Granule exo inh | aDG glyco act | Cardio protect | MC4R antagonist | ABHD5 PLIN5 PPI | MC4R ag barr | iPSC survival up | Glyco luc inh
CCN(C(=O)CSc1nnc(C)n1-c1ccc(C)cc1)c1c(N)n(Cc2ccccc2)c(=O)[nH]c1=O | 96 | -2 | -5 | 0.2 | 1 | 8 | 3 | -2.3 | -1.3 | 0
CCOC(=O)N1CCC(N2Cc3cccc(C(=O)Nc4ccc(S(=O)(=O)N(CC)CC)cc4)c3C2=O)CC1 | 100 | 1 | 0 | 0.3 | 8 | -2 | 1 | -0.6 | 0.1 | -8
Cc1ccc(S(=O)(=O)N(C)C[C@H]2OCCCC[C@H](C)Oc3ccc(NC(=O)Nc4cccc5ccccc45)cc3C(=O)N([C@@H](C)CO)C[C@H]2C)cc1 | 97 | 1 | 2 | -0.3 | -4 | 15 | 8 | 0.1 | -0.9 | 2
N#Cc1ccccc1NC(=O)C(=O)NCC1CCCN1S(=O)(=O)c1cccs1 (stereo not drawn) | 99 | 1 | -1 | 1.7 | 2 | 9 | 9 | -2.4 | -0.3 | -2
COC(=O)c1ccc2nc(-c3cccc(Br)c3)c(Cc3ccsc3)n2c1 | 100 | 7 | -6 | 0.0 | 3 | nt | -1 | nt | -1.9 | 0
COc1ccc(Cl)cc1-c1noc([C@@H]2O[C@H](CO)[C@H](O)[C@H](O)[C@H]2O)n1 | 93 | 1 | 3 | 0.0 | -3 | 12 | 1 | 0.0 | 1.7 | 1
CC(C(=O)N(C)C)N1c2cccc3cccc(c23)S1(=O)=O (stereo not drawn) | 98 | 3 | -1 | -0.1 | 2 | -7 | 5 | -0.3 | -0.7 | 4
CCCn1cnc2c(SCCc3ccccc3)nc(N)nc21 | 99 | -1 | -6 | 0.2 | 0 | 1 | -10 | -1.9 | 0.0 | -2
CCCCn1c(N)c(N(CCC(C)C)C(=O)c2ccc(-c3ccc([N+](=O)[O-])cc3)o2)c(=O)[nH]c1=O | 99 | 3 | -10 | -0.2 | 27 | 13 | 3 | -0.9 | 0.0 | 21
Cn1cc(CNCc2ccc(-n3cccn3)cc2)c(-c2ccccc2F)n1 | 94 | 12 | 11 | 1.6 | -15 | 0 | -1 | 0.0 | -0.7 | 0

Other records follow.
structure | ABCB6 inh 2 | m5-HT2A agonist | Granule exo inh | aDG glyco act | Cardio protect | MC4R antagonist | ABHD5 PLIN5 PPI | MC4R ag barr | iPSC survival up | Glyco luc inh
COc1cc(-c2nnc(-c3cccs3)o2)cc(OC)c1OC | 97 | 10 | 0 | -0.3 | 8 | 8 | 3 | -1.3 | 0.3 | 7
Cc1cc[n+](C(C)C(=O)c2ccc(Cl)cc2)cc1 (stereo not drawn) | 98 | 5 | -2 | 0.1 | -2 | -4 | 5 | -0.2 | 0.3 | -2
C/C(Cl)=C\Cn1c(O)c(N=NC(N)=S)c2ccccc21 | 100 | -3 | 4 | 2.1 | 18 | 3 | -4 | -4.6 | -2.1 | 19
Cc1cccc(NC(=O)c2ccc(C(=O)c3ccccc3)o2)c1 | 96 | 3 | -2 | 0.1 | 5 | -5 | 0 | -0.7 | -0.1 | 0
Cc1ccccc1Nc1cc(=O)oc2ccccc12 | 105 | -1 | 6 | 0.2 | -11 | 7 | -1 | 2.7 | -1.4 | 0
N#Cc1ccc(CSc2nnc3[nH]c(=O)cc(N)n23)cc1 | 96 | 1 | 1 | 0.1 | 34 | 6 | 6 | 4.8 | -1.5 | -1
O=C(NCc1ccccc1)c1cccc(S(=O)(=O)N2CCOCC2)c1 | 102 | -5 | -1 | -0.1 | 17 | 4 | -4 | -3.1 | -1.0 | 0
O=C(NN1CCOCC1)C12CC3CC(CC(C3)C1)C2 | 99 | 3 | 0 | -0.1 | -4 | 0 | -1 | -1.4 | 4.6 | -1
Cc1cc(C=O)c(C)n1-c1ccc(N2CCOCC2)cc1 | 98 | 16* | -4 | 0.2 | -9 | 14 | 10 | 0.6 | -0.4 | -5
COc1ccc(Cl)cc1NC(=O)CN1CCCCCC1 | 91 | -2 | -2 | 0.5 | 2 | 4 | -9 | -0.2 | -0.4 | 1

Going on with the list.
structure | ABCB6 inh 2 | m5-HT2A agonist | Granule exo inh | aDG glyco act | Cardio protect | MC4R antagonist | ABHD5 PLIN5 PPI | MC4R ag barr | iPSC survival up | Glyco luc inh
COc1cccc(/C=N/c2nc3ccccc3n2C)c1O | 100 | -4 | 8 | -0.2 | 6 | -5 | -1 | -0.3 | 0.2 | 0
CC(Oc1ccc(F)cc1)C(=O)Nc1ccc(S(=O)(=O)NC2=NCCCCC2)cc1 (stereo not drawn) | 91 | -5 | 0 | 0.2 | -2 | 5 | -13 | -1.2 | -0.2 | 2
O=C1NN(c2cccc(Br)c2)C(=O)/C1=C/c1ccc(-c2cc([N+](=O)[O-])ccc2O)o1 | 103 | 0 | 13 | -0.1 | -2 | 22 | 1 | 0.4 | 0.6 | 0
Cn1c(CCC(=O)OCC(=O)NCC(F)(F)F)nc(=O)c2ccccc21 | 102 | 11 | 0 | 0.0 | -5 | 6 | 4 | -2.7 | 2.0 | 1
CCN(CC)CCOC(=O)c1ccc(NC(=O)CNC(=O)c2ccccc2)cc1 | 97 | -2 | 2 | -0.1 | -7 | 9 | -6 | -4.8 | -0.6 | -2
Cn1c(Cc2ccccc2)nnc1SCC(=O)NC1CCCCC1 | 107 | 1 | 13 | -0.1 | -4 | 2 | 1 | -2.2 | 2.2 | 2
O=C(O)c1cccc2sc3cc(Cl)ccc3c(=O)c12 | 100 | 1 | -6 | -0.1 | 3 | -2 | 5 | -1.4 | 0.5 | 3
CC(=O)NC(Cc1ccccc1)C(=O)OCC(=O)c1ccccc1 (stereo not drawn) | 99 | 1 | -1 | -0.1 | 2 | -7 | -3 | 0.5 | 1.6 | 1
COc1ccccc1-n1nc(C(=O)NCc2ccco2)c2ccccc2c1=O | 99 | -4 | -2 | -0.1 | 8 | 0 | 13 | 0.2 | -2.6 | 1
FC(F)Sc1ccc(NC(=S)NC2CCCC2)cc1 | 100 | -5 | 1 | 0.0 | -10 | 1 | -9 | -2.5 | 1.5 | -3

Other results.
structure | ABCB6 inh 2 | m5-HT2A agonist | Granule exo inh | aDG glyco act | Cardio protect | MC4R antagonist | ABHD5 PLIN5 PPI | MC4R ag barr | iPSC survival up | Glyco luc inh
COc1ccc(S(=O)(=O)Cc2ccc(C(=O)NCC(OC)OC)o2)cc1 | 98 | 6 | -6 | -0.1 | 3 | 1 | 0 | -1.5 | -0.3 | 0
COCCNC(=O)C1(C)CCCN(C(=O)c2cccc3ccccc23)C1 (stereo not drawn) | 102 | 8 | 3 | 0.7 | 2 | 11 | -3 | 0.3 | -4.0 | -1
COc1cc(CN2CC(=O)N(c3cccc(Cl)c3C)C2=S)cc(OC)c1OC | 96 | 6 | 5 | 0.2 | 0 | 10 | 3 | 0.3 | -0.4 | -2
Cc1cc(NCc2ccccc2)n2ncc(-c3ccccc3)c2n1 | 98 | 1 | 58* | 0.2 | -11 | 4 | -15 | 1.1 | -0.1 | -18
O=C1CC(c2ccccc2)c2ccccc21 (stereo not drawn) | 102 | -2 | -2 | -0.3 | -3 | -3 | -2 | -2.4 | -2.3 | 1
COc1ccc2c(c1OC)C(=O)N1N=C(c3ccc(O)cc3)CC21 (stereo not drawn) | 104 | -5 | 9 | -0.5 | 13 | -2 | 3 | -2.0 | 0.0 | 2
C=C1CCN([C@@H](Cc2ccccc2)C(=O)NC2CCN(Cc3ccccc3)CC2)S(=O)(=O)c2ccccc21 | 96 | 11 | 7 | -0.1 | 3 | 2 | -1 | -1.5 | -3.2 | -5
COc1ccc(C2N(c3cc(Cl)ccc3OC)C(=O)C3CCCN32)c(OC)c1 (stereo not drawn) | 95 | 0 | -1 | 0.1 | 0 | -1 | 3 | -1.0 | -0.8 | 1
CCC(CC)NC(=O)Nc1ccc(F)c(Cl)c1 | 92 | 0 | 5 | 0.5 | -3 | 1 | 6 | 4.9 | 2.7 | 0
CSc1ccccc1Nc1ncnc(N)n1 | 96 | 3 | 6 | 1.6 | 3 | -4 | -4 | 0.1 | 2.6 | -1

Next compounds follow.
structure | ABCB6 inh 2 | m5-HT2A agonist | Granule exo inh | aDG glyco act | Cardio protect | MC4R antagonist | ABHD5 PLIN5 PPI | MC4R ag barr | iPSC survival up | Glyco luc inh
C=CCn1c(CNC(=O)c2ccco2)nnc1SCC(=O)Nc1cccc(Br)c1 | 109 | 0 | -1 | -0.1 | 0 | 4 | -4 | -1.5 | -0.6 | 2
Cn1c(=NC(=O)CCl)sc2ccccc21 | 82 | -1 | -9 | -0.4 | -7 | 12 | 0 | 6.5 | -2.6 | 8
O=C(CSc1ccc2c(c1)OCCO2)Nc1ccc2c(c1)OCO2 | 101 | 2 | -2 | 0.0 | -19 | 3 | -18 | -0.1 | -0.4 | -1
CCCCCCNC(=O)CC(NS(=O)(=O)c1ccc(OC)cc1)C(C)C (stereo not drawn) | 99 | -1 | -2 | 0.0 | -11 | 12 | -2 | -1.0 | 3.0 | 0
Cc1ccccc1NC(=O)C1(C)Cc2ccccc2C(=O)O1 (stereo not drawn) | 85 | 1 | 2 | -0.2 | 8 | 3 | 2 | -1.4 | 3.0 | 1
Cc1nn(-c2ccccn2)c(N)c1N=O | 95 | 1 | 6 | -0.1 | 4 | -13 | -2 | -0.2 | 0.6 | -1
COc1ccc(/C=C(\NC(=O)c2ccccc2)C(=O)NCc2ccco2)cc1 | 92 | -4 | 18 | -0.1 | 3 | 3 | -8 | -1.2 | -0.6 | 0
COC(=O)C1=CN(C2CC2)C=C(C(=O)OC)C1c1ccc(C(F)(F)F)cc1 | 93 | 4 | 0 | 0.8 | 0 | 8 | 2 | 1.2 | 0.7 | 0
COc1ccc(C)cc1NC(=O)c1ccc(NS(=O)(=O)c2cccc3cccnc23)cc1 | 95 | -3 | -3 | -0.3 | -2 | -8 | 3 | -0.1 | 0.8 | -3
COc1cccc(-c2nc3c(c(SCC(=O)N4CCOCC4)n2)Cc2c(CO)cnc(C)c2O3)c1 | 89 | 6 | 7 | -0.7 | 72* | -6 | -2 | -2.6 | -0.4 | -1
C=Cc1cccc(NC(=O)COc2ccccc2)c1 | 107 | -3 | -9 | -0.2 | 0 | 13 | 0 | 1.7 | -1.9 | 1
Cc1cc(C)cc(Nc2ncc3c(n2)CC(c2ccco2)CC3=O)c1 (stereo not drawn) | 102 | 1 | -3 | -0.1 | 16 | 7 | 5 | -2.6 | 0.4 | -1
